ALOX12 inh – inhibitors of human 12S-lipoxygenase ALOX12. purified 12hLO, xylenol orange hydroperoxide absorbance. Potency, µM (highest dose often 108 µM), without a hit: at the top dose activity change, negative = inhibition, usual class: inhibitors. hit rate 1.1% among 580,000; active = well fitted inhibition curve with a large enough effect; inconclusive = small, poorly fitted or top-dose-only effect, or another doubt; inactive = no such curve, though single readings can be large or run the other way
Target sequence (P18054 whole entry, looked up): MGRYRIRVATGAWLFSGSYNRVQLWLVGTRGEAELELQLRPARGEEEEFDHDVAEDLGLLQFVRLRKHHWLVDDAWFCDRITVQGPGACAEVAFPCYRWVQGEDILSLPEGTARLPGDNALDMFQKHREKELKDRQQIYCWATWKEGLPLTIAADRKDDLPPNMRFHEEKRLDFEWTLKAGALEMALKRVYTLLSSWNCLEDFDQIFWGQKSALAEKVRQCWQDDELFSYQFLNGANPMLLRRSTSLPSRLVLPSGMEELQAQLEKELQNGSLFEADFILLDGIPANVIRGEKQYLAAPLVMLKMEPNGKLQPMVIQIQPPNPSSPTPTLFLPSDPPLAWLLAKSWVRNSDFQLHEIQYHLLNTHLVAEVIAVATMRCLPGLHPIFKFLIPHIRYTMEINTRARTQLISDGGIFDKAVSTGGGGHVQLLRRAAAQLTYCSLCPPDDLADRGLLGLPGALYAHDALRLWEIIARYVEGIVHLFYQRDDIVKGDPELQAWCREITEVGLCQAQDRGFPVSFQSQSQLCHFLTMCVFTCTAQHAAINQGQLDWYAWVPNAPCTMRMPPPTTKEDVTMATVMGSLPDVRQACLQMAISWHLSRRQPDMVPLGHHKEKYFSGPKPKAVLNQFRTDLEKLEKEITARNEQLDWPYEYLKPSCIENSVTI
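Purified human 12hLO at 150 nM in 25 mM Hepes, 0.01% Triton X-100, pH 7.0, preincubated 15 min at room temperature with compound. Reaction started with 40 uM arachidonic acid, 30 min at room temperature. Hydroperoxide measured by Fe-xylenol orange, 573/405 nm absorbance ratio.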
* hit, by the source's call; ? = inconclusive; [ ] = dose if it differs, or a comment. % is scaled to controls: 0 for no effect and ±100 for the full control effect; potency is read from the fitted curve at half-maximal effect. Only part of the results is shown. The share of hits here may be higher or lower than overall.

SMILES | ALOX12 inh
CC(=O)c1ccc(NC(=O)NC[C@H]2C[C@@H]3CCN2C[C@@H]3CN2CCC(C)CC2)cc1 | 13.4%[176 µM]
c1ccc(C2=NOC3(CCCN(Cc4cccnc4)C3)C2)nc1 (centres undefined) | 12.6%[6.33 µM]
CCCS(=O)(=O)Nc1ccc(=O)n2c1[C@@H]1C[C@@H](CN(C(=O)Nc3ccc(OC)cc3)C1)C2 | -3.8%
COc1ccccc1-c1cc([C@H]2CN3CC[C@H]2C[C@@H]3CNC(=O)N2CCOCC2)n(C)n1 | 96.6%[activator][176 µM]
Cc1ccc2nc(C(=O)N3CC4CC(C3)c3cccc(=O)n3C4)cn2c1 (centres undefined) | 18.1%
CC(C)C(O)(C(=O)OCC1=CCN2CCC(O)C12)C(C)O (centres undefined) | -11.5%
CC(=O)O[C@@H]1C[C@@]2(C)C(c3ccoc3)C[C@H]3O[C@]32[C@]2(C)C(=O)C(O)=C3C(C)(C)C(=O)C=C[C@]3(C)C12 (some centres undefined) | 5.6%
CC(=O)N1CCC2(CC1)CC(c1cccnc1)=NO2 | -0.8%[12.5 µM]
COc1ccc2[nH]cc(CCNCc3ccc(OC)c(OC)c3)c2c1 | ?
CC(C)(C)c1ccc(NC(=O)OC[C@H]2C[C@@H]3CCN2C[C@@H]3c2cc(C3CCCC3)nc(-c3ccncc3)n2)cc1 | ?
CC(C)(C)c1cc2c(c(C(C)(C)C)c1)Oc1cc(C#N)c(C#N)cc1O2 | 8.8%
CS(=O)(=O)N1C[C@H]2CCNC[C@H]21 | 18.7%
CCC(CC)c1cc([C@H]2CN3CC[C@H]2C[C@@H]3CNC(=O)CCCC(=O)O)nc(-c2ccncc2)n1 | 59.2%[activator]
COc1cc2c(cc1OCC1CC1)NC(=O)C21CCN(c2cc(NC3CC3)ncn2)CC1 | 36.3%[activator][176 µM]
CCN1CCCCC12Cc1ccccc1CN(C(=O)Cc1ccccc1)C2 (centres undefined) | 6.31µM*
COc1cc2c(cc1Oc1ccccc1)NC(=O)C21CCN(C(=O)c2ccnn2C)CC1 | 6.6%[176 µM]
CN(CCc1ccccn1)C[C@H]1CN2CC[C@H]1C[C@@H]2CNC(=O)Nc1ccsc1 | 42.8%[activator][176 µM]
CC[C@H]1CN2CC[C@H]1C[C@@H]2CNCc1ccc(SC)cc1 | 51.5%[activator][176 µM]
COCCO[C@H]1COCCN(C2CCOCC2)C1 | 38.8%[176 µM]
N#Cc1ccc(NC(=O)CCC2CCCC2)cc1Cl | ?
Cn1nc(-c2ccc(F)cc2)cc1[C@H]1CN2CC[C@H]1C[C@@H]2CNC(=O)COc1ccccc1 | 2.5%
COc1cccc(S(=O)(=O)N2CCC3(C2)C(=O)N(C)c2ccc(OC)cc23)c1 (centres undefined) | -1.0%
CCc1cnc(N2CCC3(CC2)C(=O)Nc2cc(OCc4ccccc4)c(OC)cc23)nc1 | -1.8%
NC(N)=NC(N)=Nc1ccc(Cl)cc1 | 19.2%
N#Cc1ccc(C(=O)Nc2ccc(Cl)cc2C(=O)c2ccccc2F)cc1 | -40.7%

Laid out differently: entries from further up
compound	ALOX12 inh
COc1ccc2[nH]cc(CCNCc3ccc(OC)c(OC)c3)c2c1	?
CC(C)(C)c1ccc(NC(=O)OC[C@H]2C[C@@H]3CCN2C[C@@H]3c2cc(C3CCCC3)nc(-c3ccncc3)n2)cc1	?
CC(C)(C)c1cc2c(c(C(C)(C)C)c1)Oc1cc(C#N)c(C#N)cc1O2	8.8%
CS(=O)(=O)N1C[C@H]2CCNC[C@H]21	18.7%
CCC(CC)c1cc([C@H]2CN3CC[C@H]2C[C@@H]3CNC(=O)CCCC(=O)O)nc(-c2ccncc2)n1	59.2%[activator]
COc1cc2c(cc1OCC1CC1)NC(=O)C21CCN(c2cc(NC3CC3)ncn2)CC1	36.3%[activator][176 µM]
CCN1CCCCC12Cc1ccccc1CN(C(=O)Cc1ccccc1)C2 (centres undefined)	6.31µM*
COc1cc2c(cc1Oc1ccccc1)NC(=O)C21CCN(C(=O)c2ccnn2C)CC1	6.6%[176 µM]
CN(CCc1ccccn1)C[C@H]1CN2CC[C@H]1C[C@@H]2CNC(=O)Nc1ccsc1	42.8%[activator][176 µM]
CC[C@H]1CN2CC[C@H]1C[C@@H]2CNCc1ccc(SC)cc1	51.5%[activator][176 µM]
COCCO[C@H]1COCCN(C2CCOCC2)C1	38.8%[176 µM]
N#Cc1ccc(NC(=O)CCC2CCCC2)cc1Cl	?
Cn1nc(-c2ccc(F)cc2)cc1[C@H]1CN2CC[C@H]1C[C@@H]2CNC(=O)COc1ccccc1	2.5%
COc1cccc(S(=O)(=O)N2CCC3(C2)C(=O)N(C)c2ccc(OC)cc23)c1 (centres undefined)	-1.0%
CCc1cnc(N2CCC3(CC2)C(=O)Nc2cc(OCc4ccccc4)c(OC)cc23)nc1	-1.8%
NC(N)=NC(N)=Nc1ccc(Cl)cc1	19.2%
N#Cc1ccc(C(=O)Nc2ccc(Cl)cc2C(=O)c2ccccc2F)cc1	-40.7%

(further entries)
SMILES | ALOX12 inh
CN1C(=O)N(C)C2(CCN(Cc3cn4cc(Cl)ccc4n3)C2)C1=O (centres undefined) | ?
C[C@@H]1[C@@H](CC(C[C@H]2O[C@@H]3O[C@]4(C)CC[C@@H]5[C@H](C)CC[C@@H]([C@H]2C)[C@@]35OO4)C[S+](=O)([O-])c2ccc(COC(=O)N(C)C)cc2)O[C@@H]2O[C@]3(C)CC[C@H]4[C@H](C)CC[C@@H]1[C@@]24OO3 (some centres undefined) | -27.0%[57.4 µM]
COC(=O)c1ccc(NC(=O)N2[C@H]3CC[C@@H]2c2cnc(-c4ccc(F)cc4)nc2C3)cc1 | -11.1%
CC(C)N[C@@H]1CCn2c(=O)[nH]c3cccc(c32)[C@@H]1O | -1.1%[57.4 µM]
COc1ccccc1CCNCc1cccs1 | -48.1%
COc1cc2c(cc1OC1CCCC1)NC(=O)C21CCN(Cc2ccccc2O)CC1 | -1.2%[176 µM]
COc1ccc(-c2cc([C@H]3CN4CC[C@H]3C[C@@H]4CNS(=O)(=O)c3ccccc3)n(C)n2)cc1OC | 39.7%
CCc1ccc(C(=O)N2CCC3(CC2)c2nccn2-c2ccccc2CN3C)cc1 | 34.8%[activator]
CCc1cnc(N2CCC3(CC2)C(=O)Nc2cc(OC4CCCC4)c(OC)cc23)nc1 | -8.9%[176 µM]
O=C1Nc2ccccc2CC12CN(Cc1ccccn1)C2 | 44.2%[activator][176 µM]
COc1ccc(-c2cc([C@H]3CN4CC[C@H]3C[C@@H]4CNC(=O)c3ccc(C)cc3)n(C)n2)cc1 | -17.7%
O=C1CC2CCN(Cc3ccncc3)CC2CCN1 (centres undefined) | 9.0%[12.5 µM]
CC(=O)O[C@H]1C[C@H](O[C@H]2[C@@H](O)C[C@H](O[C@@H]3[C@@H](O)C[C@H](O[C@H]4CC[C@@]5(C)[C@H](CC[C@@H]6[C@H]5C[C@@H](O)[C@]5(C)[C@@H](C7=CC(=O)OC7)CC[C@]65O)C4)O[C@@H]3C)O[C@@H]2C)O[C@H](C)[C@H]1O[C@@H]1O[C@H](CO)[C@@H](O)[C@H](O)[C@@H]1O | 12.8%
Cc1ccncc1C(=O)N1[C@H]2CC[C@@H]1c1cnc(-c3ccc(F)cc3)nc1C2 | -3.8%
CN(C)NC(=O)CCC(=O)O | -1.6%[57.4 µM]
CCn1c(C)c(C(=O)NCc2cccnc2)c2cc(OC)ccc21 | 13.2%
CCn1cc(C(=O)OC(C)C(=O)NC(=O)NC(C)(C)C)c2ccccc21 (centres undefined) | 2.6%
O=C(Cc1ccccc1)N1Cc2ccccc2CC2(CCCCN2Cc2ccccn2)C1 (centres undefined) | 5.8%[6.33 µM]
CCC(=O)OC1CCC2C3CCC4CC(=O)CCC4(C)C3CCC12C (centres undefined) | 4.5%
Oc1ccc(-c2cccnc2)cc1CNC1CN2CCC1CC2 (centres undefined) | 12.2%
COc1ccc(OC)c(S(=O)(=O)NC[C@H]2C[C@@H]3CCN2C[C@@H]3c2cc(-c3ccccc3OC)nn2C)c1 | 15.0%
COc1ccc(-n2c(/C=C/c3ccco3)nc3ccccc3c2=O)cc1 | ?
O=c1oc2ccccc2c(O)c1C(c1ccccc1O)c1c(O)c2ccccc2oc1=O | -16.9%
COc1ccc(C(=O)N2[C@H]3CC[C@@H]2c2cnc(-c4ccc(F)cc4)nc2C3)cc1F | 16.9%
O=C(Nc1cccc2c1CCCC2)N1CCC2(CC1)OCCO2 | -8.8%

Pulled by compound from the list above, 2 records:
SMILES | ALOX12 inh
COc1ccc(OC)c(S(=O)(=O)NC[C@H]2C[C@@H]3CCN2C[C@@H]3c2cc(-c3ccccc3OC)nn2C)c1 | 15.0%
COc1ccccc1CCNCc1cccs1 | -48.1%

Later entries
SMILES | ALOX12 inh
O=C(c1ccccc1)N1C[C@@H]2C[C@H](C1)c1c(-c3cncnc3)ccc(=O)n1C2 | -1.8%[176 µM]
CCC(CC)c1cc([C@H]2CN3CC[C@H]2C[C@@H]3CNC(=O)Nc2ccc(C(C)=O)cc2)nc(-c2ccncc2)n1 | -7.4%
COc1cc2c(cc1OCc1ccncc1)NC(=O)C21CCN(Cc2ccncc2)CC1 | 18.7%[176 µM]
O=C(O)c1cc(Cl)nc(Cl)c1 | ?
c1cc2nc(C3CCNCC3)[nH]c2cn1 | ?
O=C(Nc1cccc(C(=O)Nc2cc(C(=O)Nc3ccc([S+](=O)([O-])[O-])c4cc([S+](=O)([O-])[O-])cc(SOOO)c34)ccc2F)c1)Nc1cccc(C(=O)Nc2cc(C(=O)Nc3ccc([S+](=O)([O-])[O-])c4cc([S+](=O)([O-])[O-])cc([S+](=O)([O-])[O-])c34)ccc2F)c1 | 0.0%
CCCN1[C@@H]2c3cccc(=O)n3C[C@H]1[C@H](CO)[C@H]2C(=O)OC | -0.1%
NCCCc1c[nH]c2ccccc12 | -5.1%
COc1cc2c(cc1OCc1ccccc1)N(C(=O)c1cccc(N(C)C)c1)CC21CCN(C)CC1 | -13.7%
O=C(NCCN1CCC2(CC1)C(=O)NCN2c1ccccc1)c1ccc(OC(F)(F)F)cc1 | -21.1%
COc1ccc(CNCCc2c(C)[nH]c3ccc(OC)cc23)c(F)c1 | 1.58µM*
N#C/C(=C\c1ccc(Cl)cc1)C(=O)Nc1ccc(Cl)cc1C(=O)c1ccccc1 | -101.2%
N#Cc1cccc(NC(=O)Nc2ccc3n(c2=O)C[C@H]2C[C@@H]3CN(C3CCOCC3)C2)c1 | 15.8µM*
Cc1ncc2c(n1)C[C@@H]1CC[C@H]2N1S(=O)(=O)c1ccc(F)c(C)c1 | 11.6%
O=C(Nc1ccccc1)N1C[C@@H]2C[C@H](C1)c1c(-c3ccccc3F)ccc(=O)n1C2 | 7.0%[176 µM]
CN(C)CCCN1CCC(=O)C2CCCCC21 (centres undefined) | ?
O=C1Nc2ccccc2C12CCN(Cc1ccc(F)cc1)CC2 | 11.2%[6.33 µM]
CC(=O)OC[C@]12C[C@H](OC(=O)CC(C)C)C(C)=C[C@H]1O[C@H]1[C@H](O)[C@@H](OC(C)=O)[C@@]2(C)[C@]12CO2 | 5.6%
C[C@@H]1CNCCN1c1ccc(N2CC[C@@H](O)C2)c(C#N)c1 | ?
O=c1ccc(-c2ccccc2F)c2n1C[C@H]1C[C@@H]2CN(Cc2ccc(CO)o2)C1 | -22.9%[176 µM]
CC(C)NC(=O)[C@H]1CN2CCC1C[C@@H]2Cn1cc(C2(O)CCCCC2)nn1 (some centres undefined) | 6.9%[176 µM]
N#C/C(=C\c1ccc(O)c(O)c1)C(N)=S | ?
O=C(NCc1ccc2c(c1)OCO2)[C@H]1CN2CCC1C[C@@H]2Cn1cc(C2(O)CCCCC2)nn1 (some centres undefined) | 38.0%
COc1ccc(C2SCC(=O)Nc3[nH]ncc32)cc1OC1CCCC1 (centres undefined) | -1.1%
C[C@@H]1C[C@H](C)C[C@H](C)[C@@H](O)CC(=O)O[C@H]([C@H]2CCC[C@H]2C(=O)O)C/C=C/C=C(/C#N)[C@H](O)[C@@H](C)C1 | 10.6%
COCCn1c(C)cc(C(=O)NC2CCc3nnc(C)n3CC2)c1C (centres undefined) | -0.4%
Cc1ccc(C(=O)NC[C@H]2C[C@@H]3CCN2C[C@@H]3c2cc(-c3cccs3)nc(C)n2)cc1 | 75.2%[activator][176 µM]

High-throughput results as filed in PubChem.
